GIRK2 activator: Activates human GIRK2-containing potassium channels. activation (% efficacy), % for hits at 37.5 µM. 34,000 tested, under 10 active. P48051. HEK293 GIRK2/NPY4 cells, thallium flux fluorescence;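 active = primary screen hit, no activity in plain HEK293 cells, and in GIRK2-only cells above 5% efficacy rising with concentration; inactive = the rest, including fluorescent compounds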;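 also: efficacy is normalized control-subtracted fluorescence 15 s after thallium addition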
Target sequence (P48051 whole entry, looked up): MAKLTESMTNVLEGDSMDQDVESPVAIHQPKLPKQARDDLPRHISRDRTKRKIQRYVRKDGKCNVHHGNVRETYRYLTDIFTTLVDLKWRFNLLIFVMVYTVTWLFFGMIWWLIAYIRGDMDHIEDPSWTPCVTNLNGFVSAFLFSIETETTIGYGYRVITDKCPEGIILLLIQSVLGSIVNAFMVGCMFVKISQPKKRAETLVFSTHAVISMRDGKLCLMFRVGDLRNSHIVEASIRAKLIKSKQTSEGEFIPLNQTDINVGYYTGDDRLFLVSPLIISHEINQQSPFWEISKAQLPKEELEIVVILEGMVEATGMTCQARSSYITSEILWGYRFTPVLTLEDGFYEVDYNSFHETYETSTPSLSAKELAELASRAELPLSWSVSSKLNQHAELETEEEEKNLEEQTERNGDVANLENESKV
Calls only; i = inactive.

SMILES | GIRK2 activator
Nc1c(C(=O)NCc2ccc(F)cc2)c2nc3ccccc3nc2n1CCN1CCOCC1 | i
COC(=O)C1C(=O)NCC1C(C)C (stereo not drawn) | i
O=C(Cc1cccs1)N1CCN(Cc2nnnn2-c2ccc(F)c(F)c2)CC1 | i
Cc1nc(-c2ccccc2)sc1CC(=O)N1CCN(C/C=C/c2ccccc2)CC1 | i
NCC1(c2ccc(F)cc2)CCOCC1 | i
CCOCCCNC(=O)c1c(N)n(CCCOC)c2nc3ccccc3nc12 | i
O=C(NCC1CCN(C(=O)Oc2ccccc2)CC1)Nc1ccccc1 | i
CCOCCCNC(=O)c1c(N)n(Cc2ccccc2OC)c2nc3ccccc3nc12 | i
COc1ccccc1Nc1nnc(CC(=O)N2CCN(C3CCCCC3)CC2)s1 | i
O=C(COc1ccc(Cl)cc1)N1CCN(Cc2nnnn2-c2ccc(F)c(F)c2)CC1 | i
Cc1c(Cl)ccc2sc(NC(=O)c3cc(C)n(C(C)C)n3)nc12 | i
CCOCCCNC(=O)c1c(N)n(Cc2ccc(OC)cc2)c2nc3ccccc3nc12 | i

Structures from the list above that contain an aryl methoxy group:
SMILES | GIRK2 activator
CCOCCCNC(=O)c1c(N)n(Cc2ccccc2OC)c2nc3ccccc3nc12 | i
COc1ccccc1Nc1nnc(CC(=O)N2CCN(C3CCCCC3)CC2)s1 | i
CCOCCCNC(=O)c1c(N)n(Cc2ccc(OC)cc2)c2nc3ccccc3nc12 | i

The list goes on.
SMILES | GIRK2 activator
CC(C)OCCCn1c(N)c(C(=O)OCC2CCCO2)c2nc3ccccc3nc21 (stereo not drawn) | i
c1cc(CN2CCNCC2)ccn1 | i
Cn1ncc(N2CCNCC2)c(Cl)c1=O | i
Nc1ccccc1-n1c(=S)[nH]c2ccccc2c1=O | i
NCC(O)c1ccc2c(c1)CCO2 (stereo not drawn) | i
O=C(CCCS(=O)(=O)c1ccccc1)Nc1ccc(Cl)cc1C(=O)c1ccccc1 | i
Fc1ccccc1C1CCNC1 (stereo not drawn) | i
COc1ccc(Cn2c(N)c(C(=O)NCC(C)C)c3nc4ccccc4nc32)cc1OC | i
COCCCn1c(N)c(C(=O)NCc2ccccc2Cl)c2nc3ccccc3nc21 | i
c1ccc(CC2CNCCO2)cc1 (stereo not drawn) | i
NCC#CCN1CCc2ccccc2C1 | i
COc1cccc(OCC(=O)N2CCN(CCn3ccnc3)CC2)c1 | i
NCC#CCN1CCCCC1 | i
CC(=O)Nc1ccc(OC(=O)N2CCCCC2)cc1 | i
Cc1ccccc1Nc1nnc(CC(=O)N2CCN(Cc3ccccc3)CC2)s1 | i

Nine entries out of the list, sorted by count of non-hydrogen atoms, ascending:
SMILES | GIRK2 activator
NCC#CCN1CCCCC1 | i
Fc1ccccc1C1CCNC1 (stereo not drawn) | i
c1ccc(CC2CNCCO2)cc1 (stereo not drawn) | i
NCC#CCN1CCc2ccccc2C1 | i
CC(=O)Nc1ccc(OC(=O)N2CCCCC2)cc1 | i
COc1cccc(OCC(=O)N2CCN(CCn3ccnc3)CC2)c1 | i
Cc1ccccc1Nc1nnc(CC(=O)N2CCN(Cc3ccccc3)CC2)s1 | i
O=C(CCCS(=O)(=O)c1ccccc1)Nc1ccc(Cl)cc1C(=O)c1ccccc1 | i
COc1ccc(Cn2c(N)c(C(=O)NCC(C)C)c3nc4ccccc4nc32)cc1OC | i

From PubChem

A portion of the library, so the mix of outcomes need not match the whole.
